Source: PubChem BioAssay (National Center for Advancing Translational Sciences (NCATS))
UDG counter – counter-screen for AID inhibitors: uracil-DNA glycosylase inhibition | Potency, µM (titrated, usually from 115 µM), for inactives: at the top dose activity change, negative = inhibition, hits mostly inhibitors | FRET deamination/UDG coupled assay, UDG read, 4 h | AID 1347430 | actives 0.14% (n = 91,000); further: nearly all actives have a fitted effect of over 65% in size
AID inhibitor – inhibitors of human activation induced cytidine deaminase | Q9GZX7 | AID deamination FRET fluorescence, UDG-coupled, 4 h | Potency, µM (highest dose often 115 µM), without a hit: top-dose activity change, negative = inhibition, most hits filed as inhibitors | actives 0.32% (n = 91,000); further: nearly all actives have a fitted effect of over 25% in size
Target sequence (Q9GZX7 whole entry, looked up): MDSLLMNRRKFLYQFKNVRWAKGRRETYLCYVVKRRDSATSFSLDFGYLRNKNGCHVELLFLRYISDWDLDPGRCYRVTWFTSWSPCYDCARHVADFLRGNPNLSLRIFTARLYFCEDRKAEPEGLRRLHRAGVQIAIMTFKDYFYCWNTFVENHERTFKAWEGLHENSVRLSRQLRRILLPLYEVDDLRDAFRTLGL
* hit, by the source's call; ? = inconclusive; & = joins results of further samples; [ ] = remark or other dose. The call rests on the fitted dose curve; in most records, active means well fitted curve in the direction sought with a large enough effect; inconclusive means small, poorly fitted or top-dose-only effect, or another doubt; inactive means no such curve, though single readings can be large; an effect the other way counts as inactive or inconclusive. On the % scale 0 is the no-effect control and ±100 the full control effect; potency means the concentration at half of the fitted maximal effect.

Compound | AID inhibitor | UDG counter
CCn1c(=O)cc(SCC(=O)Nc2ccc(C)c(F)c2)c2ccccc21 | -11% | ?
COc1ccccc1NC(=O)NCCN1CCN(c2cccc(Cl)c2)CC1 | 21% | -5%
O=C(NCCc1ccc(F)cc1)Nc1ccccc1Cl | 1% | 3%
CC(=O)Nc1ccc(NC(=O)CSc2nnc(-c3ccccc3Cl)n2Cc2ccco2)cc1 | 0% | -10%
Cc1ccc(-c2nnc(Nc3cccc(C(F)(F)F)c3)c3ccccc23)cc1S(=O)(=O)N1CCOCC1 | -14% | -8%
COc1ccc(Cc2nc3c4c(C)c(C)n(C5CCCCC5)c4ncn3n2)cc1OC | -2% | -8%
Cc1cc(C(=O)OCC(=O)c2cccc3ccccc23)c2ccccc2n1 | 14% | 2%
Cc1ccc(Cn2c(=O)n(Cc3nc(-c4ccccc4)no3)c(=O)c3cc4c(cc32)OCO4)cc1 | -4% | -7%[57.5 µM]
CCC(=O)N1CCc2cc(Br)cc(S(=O)(=O)CCC(=O)NCc3cccc(OC)c3)c21 | -1% | -9%
COCCNC(=S)NNC(=O)c1cc(C)nc2ccccc12 | 3% | 4%
O=C(c1ccc2c(c1)N(Cc1ccccc1)C(=O)c1ccccc1S2(=O)=O)N1CCCCCC1 | ? | -14%
Cc1ccc(C)c(OCCOC(=O)c2ccc(CS(C)(=O)=O)cc2)c1 | 1% | 7%
COCc1ccccc1NS(=O)(=O)c1cc(C(=O)O)cc2c1CCC2 | -1% | 9%
COc1ccc(-c2nc(SCC(=O)NC3CCCC3)c(-c3ccc(F)cc3)[nH]2)cc1OC | -20% | 8%
COc1ccc(COc2ccc(C#N)cc2OC)cc1F | -2% | -4%
CCN(CC)S(=O)(=O)c1c(C)n[nH]c1C | 2% | 1%
O=C(Nc1ccccc1C(F)(F)F)c1ccc2oc(=O)c(S(=O)(=O)c3ccc(F)cc3)cc2c1 | 20% | 10%
CCN(CC)C(=O)CN(C)C(=O)Nc1cccc(Cl)c1 | 0% | -5%
CCOc1ncccc1CNC(=O)c1cc2cc(C)ccc2nc1C | 14% | 0%
CCOC(=O)c1ccccc1NC(=O)c1sc2nc3n(c(=O)c2c1C)CCCC3 | 0% | 20%
Cc1ccc2nc(COc3ccccc3NC(=O)COc3ccccc3Cl)cc(=O)n2c1 | 10% | 59%[activator]
Cc1cccn2c(=O)c(C(=O)NC(C)c3ccccc3)c(O)nc12 (configuration not stated) | -2% | -6%
CCCCCOC(=O)c1c(C)oc2cc(C)c(NS(=O)(=O)c3cccs3)cc12 | -11% | -9%
CS(=O)(=O)Oc1ccc2c(c1)O/C(=C/c1cccnc1)C2=O | 5% | -11%
CC(Oc1ccc(C(=O)/C=C/c2ccsc2)cc1)C(=O)O (configuration not stated) | -12% | -6%

An excerpt from above in order of the AID inhibitor value, smallest number first.
| SMILES | AID inhibitor |
| --- | --- |
| Cc1cccn2c(=O)c(C(=O)NC(C)c3ccccc3)c(O)nc12 (configuration not stated) | -2% |
| O=C(NCCc1ccc(F)cc1)Nc1ccccc1Cl | 1% |
| Cc1ccc2nc(COc3ccccc3NC(=O)COc3ccccc3Cl)cc(=O)n2c1 | 10% |
| COc1ccccc1NC(=O)NCCN1CCN(c2cccc(Cl)c2)CC1 | 21% |

(cont.)
Compound | AID inhibitor | UDG counter
COc1ccc(CNc2oc(-c3ccc(COc4ccc(Cl)cc4)o3)nc2C#N)cc1 | 17% | -6%
CCOC(=O)C1CCN(C(c2ccc(F)cc2)c2sc3nc(-c4ccco4)nn3c2O)CC1 (configuration not stated) | 5% | -3%[57.5 µM]
O=C(Cc1cccc(F)c1)NC1C2CC3CC(C2)CC1C3 (configuration not stated) | -6% | 3%
COC(=O)c1ccc(F)c(NC(=O)CCc2c(C)nc(C)[nH]c2=O)c1 | 0% | -12%
COC(=O)CN1C(C(=O)c2ccccc2)=C(OC(=O)c2ccc(F)cc2)c2ccccc2S1(=O)=O | -15% | ?
O=C(CSc1ncc(-c2ccccc2)[nH]1)Nc1ccccc1 | 5% | 1%
CCOc1ccccc1NC(=O)CN1C(=O)CC(c2ccc(C)c(C)c2)=Nc2ccccc21 | 1% | -9%
O=S(=O)(c1ccc(Br)cc1)c1nc(-c2cccs2)oc1SCc1ccccc1F | 7% | -15%
CCCCCOc1ccc(/C=C/C(=O)Nc2sc(C(C)=O)c(C)c2C(=O)OCC)cc1OC | -29% | -21%
COc1ccc(OC)c(CCNc2nc3ccccc3c3nc(-c4cccnc4)nn23)c1 | 2% | -5%
Cn1c(=O)c2c(nc(NCCc3ccccc3)n2Cc2ccc(Cl)c(Cl)c2)n(C)c1=O | -4% | 3%
COc1cccc2c1Oc1ncccc1N(C(=O)Nc1cccc(Cl)c1)C2 | 0% | 1%
Cc1cccc(NS(=O)(=O)c2c(C)nc3sccn3c2=O)c1C | 11% | ?
COc1cccc(Cn2c(=O)n(-c3ccccc3C)c(=O)c3c2c2cc(C)ccc2n3C)c1 | 7% | 3%
Cc1nc(-c2ccccc2Cl)sc1C(=O)N[C@H](CC(C)C)C(=O)O | 8% | 9%
COc1ccc(-n2nc3ccc(NC(=O)c4cc5ccccc5o4)cc3n2)cc1Cl | 90%[activator] | -10%
CCN(CC)c1cc(C)c2cc(NC(=O)/C=C/c3ccccc3OC(C)C)ccc2n1 | ? | 1%
CCCc1nn2c(=O)cc(COc3ccc(/C=C(\C#N)C(=O)Nc4ccccc4)cc3)nc2s1 | -7% | 1%
O=C(Nc1ccccc1C(=O)NCC(F)(F)F)c1cnccn1 | 3% | -1%
CNC(=S)NNC(=O)c1ccc(C(C)C)cc1 | 3% | -1%
CCNc1nc(SC(C)C(=O)N2CCCC2)nc2ccccc12 (configuration not stated) | -2% | 2%
Cc1ccc(C(=O)Nc2c(C)nc3ccccn3c2=O)cc1 | 7% | -8%
Cc1noc(-c2ccc(-c3noc(-c4cccc(Cl)c4)n3)cc2)n1 | 14%[57.5 µM] | -8%[57.5 µM]
COC(=O)c1ccc(COC(=O)c2ccc(C)cc2C)cc1 | -13% | -11%
COc1cc2c(cc1OC)C(COc1ccc3c(C)cc(=O)oc3c1)N(C(=O)c1cccc(C)c1)CC2 (configuration not stated) | -20% | -14%
CCOc1ccc(CN2C(=O)c3ccccc3Sc3ccc(C(=O)NCc4ccco4)cc32)cc1 | -23% | -14%
CC1CCN(c2nc3c(c(=O)n(Cc4ccccc4F)c(=O)n3C)n2C)CC1 | 1% | -1%
Cc1cc(S(=O)(=O)N2CCOC23CCN(C(=O)c2cccc(F)c2)CC3)ccc1F | -4% | -3%
O/N=C(/c1cc(F)c(F)c(F)c1)c1ccc(O)cc1O | 6% | -19%
Cc1nnc(NC(=O)NCC(O)c2cccc(Cl)c2)s1 (configuration not stated) | -9% | 5%
CCc1ccc(S(=O)(=O)n2ccnc2)cc1 | -3% | -9%
O=C(c1ccccc1)c1ccc(OC(=O)c2c(F)cccc2Cl)cc1 | -3% | -8%
COc1cccc(-n2cc(C(=O)NCc3ccc(C)cc3)c3ccccc3c2=O)c1 | -2% | -3%
Cc1cccc(C(C)C)c1NC(=O)c1cnc2ccccc2n1 | -1% | -17%
Cc1ccccc1OCc1ccc(-c2nc(C#N)c(N3CCN(C)CC3)o2)o1 | ? | -12%
CCc1ccc(NC(=O)CN2C(C(=O)OC)=C(c3ccccc3)c3ccccc3S2(=O)=O)cc1 | 0% | 5%
CC(=O)n1nc(NCc2c(F)cccc2Cl)nc1NCc1c(F)cccc1Cl | 5% | 14%
COc1cccc2c1ncc1c(-c3ccc(C)cc3)nn(-c3cccc([N+](=O)[O-])c3)c12 | 4% | ?
Cc1cc(=O)oc2cc(NC(=O)Cc3ccc(Cl)cc3)ccc12 | -6% | -7%
CCc1cccc(NC(=O)CN(C)S(=O)(=O)c2ccc3c(c2)n(C)c(=O)c(=O)n3C)c1 | 6% | 4%
Fc1ccccc1N1CCN(c2ncnc3c2nc2n3CCCC2)CC1 | 0% | 7%
CCc1ccc(C(=O)c2sc(Nc3ccc(OC)cc3)c(C(N)=O)c2N)cc1 | 15% | 2%
COc1cccc(CNC(=O)c2ccc3c(c2)nc2n3CCOC2)c1 | 6% | 0%
COc1ccc(-c2cn3nc(N4CCCC(C(=O)NCc5ccccc5OC)C4)sc3n2)cc1 (configuration not stated) | -5% | -16%
COc1ccc(NC(=O)COc2coc(CN3CCSCC3)cc2=O)cc1 | -1% | -8%
N#C/C(=C\c1cn(CC(=O)NCc2ccco2)c2ccccc12)C(=O)N1CCCC1 | -3% | 3%
Cc1ccc2nc(-c3ccc(C)c(NC(=O)CSc4ccc(Cl)cc4)c3)oc2c1 | 5% | 2%
CCN(C(=O)c1cc(-c2ccccc2)c(N2CCOCC2)s1)C1CCS(=O)(=O)C1 (configuration not stated) | -7% | 3%
Cc1nnc(SCc2cc(=O)n3c(C)cccc3n2)s1 | 41%[activator] | -3%
O=C(c1cccs1)N(Cc1ccccn1)C1CC1 | 1% | -2%

Further records
Compound | AID inhibitor | UDG counter
CC(=O)NNC(=S)Nc1cccc(C)c1 | -6% | -1%
Oc1ccc(NCc2ccccc2OCc2ccccc2F)cc1 | 20µM* | -8%
Cc1ccccc1C(=O)NNC(=S)NC(=O)/C=C/c1ccccc1 | -3% | 2%
COCCNC(=S)NC1CC(C)(C)NC(C)(C)C1 | 0% | -1%
Nc1nnnn1NCc1ccccc1OCc1ccc(F)cc1 | -15% | -10%
N#C/C(=C/c1cccc(O)c1)c1nc2ccccc2[nH]1 | -4% | -5%
COc1ccc(NC(=O)c2c(-c3ccccc3)c(-c3ccccc3)nn(C)c2=O)cc1OC | 6% | 1%[57.5 µM]
Cc1ccc(OCCn2cc(C(=O)C3CC3)c3ccccc32)cc1 | -16% | -9%
N#Cc1ccc(Cn2c(CN3CCOCC3)nc3scc(-c4cccs4)c3c2=O)cc1 | -11% | -11%
CCn1c(CSc2n[nH]c(-c3ccccc3)n2)nc2cc(S(=O)(=O)N(C)C)ccc21 | 1% | 4%
O=C(Nc1c(C(=O)c2ccc(Cl)cc2)oc2ccccc12)c1cc(=O)c2ccccc2o1 | 0% | -10%
O=C(Nc1ccccc1SC1CCCC1)c1ccc(F)cc1 | -10% | -2%
Clc1cccc(CSc2ccc(-c3cccs3)nn2)c1 | ? | ?
CCCc1cc(=O)oc2cc(OCC(=O)C(C)(C)C)ccc12 | -11% | -6%
COc1ccc(-c2cc(C(=O)NCCC(=O)N3CCCC3)c3ccccc3n2)cc1OC | -5% | -3%
CCC(Oc1ccc(F)cc1)C(=O)NCc1csc(-c2ccccc2)n1 (configuration not stated) | -10% | -12%
Cc1cc(C)cc(NC(=O)c2ccc(Oc3nccnc3N3CCCCC3)cc2)c1 | -13% | 31%[activator]
CC(C)CNC(=O)NCCn1c(-c2ccc(F)cc2)nc2ccccc21 | 9% | ?
O=C(NCc1ccccc1)c1ccc2oc(=O)n(Cc3ccccc3)c2c1 | ? | 1%
Cc1c(CC(=O)N2CCC(O)(c3ccc(Cl)cc3)CC2)c(=O)oc2c(C)c(O)ccc12 | -5% | -1%
Cc1cccc(S(=O)(=O)c2cn(Cc3ccccc3)c3cc(N4CCC(C)CC4)c(F)cc3c2=O)c1 | ? | -5%
Cc1cc2c(cc1C)NC(c1ccccc1)C1=C(CC(C)(C)CC1=O)N2 (configuration not stated) | 2% | -4%
O=C(CCc1c[nH]c2ccccc12)Nc1ccc(F)cc1 | -4% | -7%
Cc1ccc2c(c1)cc1c(=O)n(CC(=O)NC(C)CCc3ccccc3)nc(C)n12 (configuration not stated) | 4% | -2%
N#CC1=C(N)OC2=C(C(=O)CC(c3ccccc3)C2)C1C1CCCCC1 (configuration not stated) | -6% | 7%
COc1ccc(-n2nc3cc(C)c(NC(=O)Cc4ccc(Cl)cc4)cc3n2)cc1 | 94%[activator] | -1%
O=CNC12CCC3CC(CC(C3)C1)C2 | -4% | -4%
CC(=O)c1ccccc1OCc1ccccc1 | -3% | -4%
Cc1coc2c(C)c3oc(=O)c(CCC(=O)NCCc4ccc(Cl)cc4)c(C)c3cc12 | 3% | 1%
COc1ccc(C(=O)/C=C/c2ccc(F)c(F)c2)cc1CSCC(=O)O | -21% | 5%
O=C(CCn1nc(-c2ccc(Cl)cc2)c2ccccc2c1=O)Nc1ccc(OC(F)(F)F)cc1 | -4% | 7%
Cc1cccc(NC(=O)Cc2ccc(-n3c(C)nc4cccnc43)cc2)c1C | 7% | 2%
CCc1ccc(NC(=O)C(=O)NCC(c2ccc3c(c2)OCO3)N2CCOCC2)cc1 (configuration not stated) | -12%&11% | -11%&-11%
O=C(O)Cc1ccc2nc[nH]c2c1 | 15% | -4%
CCc1c(C)sc(NC(=O)c2ccc(C(C)(C)C)cc2)c1C#N | 16% | -4%
O=C(Nc1ccc2c(c1)CCCN2C(=O)c1cccs1)c1ccccc1C(F)(F)F | -13% | 1%
CC(=O)c1ccc(NC(=O)Cn2c(=O)cc(C)c3c(C)nn(-c4cccc(F)c4)c32)cc1 | 6% | 50%[activator]
COc1cc(C2CC(=O)Nc3c(-c4ccccc4)nsc32)cc2c1OCO2 (configuration not stated) | -7% | -1%
CNC(=S)NNC(=O)c1ccc(C)s1 | 10% | 0%
N#C/C(=C/c1ccccc1OCc1ccccc1C#N)c1ccc(Cl)cc1 | -1% | -3%
CCOc1cc(CNC(=O)c2ccc(C)c(NC(=O)c3nsc4ccccc34)c2)ccc1OC | 2% | -3%
CC(C)COc1ccc(C(=O)Nc2cc3nn(-c4ccccc4)nc3cc2Cl)cc1 | 15% | -3%

Only part of the results is shown, so the mix of outcomes need not match the whole.
